PI5P4K alpha inh = blocks human PI5P4K alpha kinase activity; P48426; PI5P4Kalpha enzyme, ADP-Glo luminescence, 60 min; hits give low values; max response, %; actives 1.2% (n = 330,000); active = max response of -50% or lower; inconclusive = between -30% and -50%; inactive = -30% or higher; note: value at the top dose of about 77 µM; % is set by controls: 0 for no effect and ±100 for the full control effect
Target sequence (P48426 whole entry, looked up): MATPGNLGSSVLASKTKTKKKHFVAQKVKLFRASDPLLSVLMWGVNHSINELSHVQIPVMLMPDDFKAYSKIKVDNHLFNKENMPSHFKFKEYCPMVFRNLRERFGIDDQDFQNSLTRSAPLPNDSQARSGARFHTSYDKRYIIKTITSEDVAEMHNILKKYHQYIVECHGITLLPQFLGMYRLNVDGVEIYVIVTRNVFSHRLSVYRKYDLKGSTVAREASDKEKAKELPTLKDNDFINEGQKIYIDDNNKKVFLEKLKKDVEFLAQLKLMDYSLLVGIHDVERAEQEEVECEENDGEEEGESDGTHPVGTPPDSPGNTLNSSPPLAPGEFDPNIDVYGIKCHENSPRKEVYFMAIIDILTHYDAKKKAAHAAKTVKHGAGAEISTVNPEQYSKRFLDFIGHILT
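Controls without substrate or without enzyme flank wells where PI5P4Kalpha converts substrate using 5 microM ATP (final). Incubation lasts 60 minutes at room temperature; ADP formed is read by ADP-Glo luminescence.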
PLK1 PBD inh = blocks phosphopeptide binding to human PLK1 polo-box domain. Potency, µM, for inactives: max response, negative = inhibition, hits mostly inhibitors. actives 2.8% (n = 360,000). P53350. Plk1 PBD binding of FITC phosphopeptide, fluorescence polarization. AID 720504; note: potency is the fitted concentration of half-maximal effect; series mostly up to about 57 µM; % is set by controls: 0 for no effect and ±100 for the full control effect; nearly all actives have a fitted effect of over 65% in size
IL2 activator = activators of IL-2; IL-2 activation reporter assay, cell-based qHTS; stimulated with anti-CD3/CD4/CD28 beads; in transgenic mouse T cells; activation, % (series mostly up to about 46 µM); actives 0.065% (n = 360,000); in the data active = activation above about 50%; inconclusive = mostly about 30% to 49%; note: 0% is about no effect
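First, unstimulated transgenic mouse T cells were exposed to compound for 60 min. Next, anti-CD3/anti-CD4-coated beads with anti-CD28 were added. Finally, after 18 h at 37 degrees C, EGFP and DsRed were imaged.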
DRD3 agonist = agonists of human D3 dopamine receptor | AID 652048 | actives 0.58% (n = 410,000) | D3R DiscoveRx beta-arrestin cells, luminescence, 90 min | max activation, %; in the data active = max activation above about 30%; note: 0% is about no effect; mostly tested at two doses, the higher about 12 µM
Target sequence (P35462 whole entry, looked up): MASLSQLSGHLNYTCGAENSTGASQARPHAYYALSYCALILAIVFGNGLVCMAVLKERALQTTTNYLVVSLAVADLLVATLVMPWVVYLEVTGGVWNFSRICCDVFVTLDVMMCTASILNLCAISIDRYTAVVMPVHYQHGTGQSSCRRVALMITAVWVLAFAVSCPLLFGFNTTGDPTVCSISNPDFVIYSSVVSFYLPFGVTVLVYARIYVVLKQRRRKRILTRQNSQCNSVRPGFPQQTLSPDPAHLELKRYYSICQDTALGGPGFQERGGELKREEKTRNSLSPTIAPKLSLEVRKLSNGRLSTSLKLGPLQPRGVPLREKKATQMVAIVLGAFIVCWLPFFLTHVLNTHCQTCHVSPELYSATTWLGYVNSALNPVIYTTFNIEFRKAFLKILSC
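Cells at 1500/well, incubated overnight, then treated with pinned compounds (dopamine as control) for 90 min at 37 degrees C. DiscoveRx reagent added for 30 - 60 minutes at room temperature; luminescence read.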
GLP1R ag = GLP-1 receptor (human) agonism | AID 624172 | Potency, µM (highest dose often 45.6 µM), for inactives: at the highest dose activation, actives largely listed as activators | P43220 | actives 0.007% (n = 380,000) | HEK293 GLP-1R CRE-luciferase, luminescence, 4-6 h; cells express a hypersensitive GLP-1R form; note: potency is the fitted concentration of half-maximal effect; % of control where 0% means no effect
GLP-1R inv ag = acts as inverse agonist at human GLP-1 receptor. P43220. HEK293 GLP-1R CRE-luciferase, luminescence, 24 h; GLP-1R form is constitutively active. Potency, µM (highest dose often 38.3 µM), for the others: at the top dose activity change, negative = inhibition, most hits filed as inhibitors. actives 1.6% (n = 410,000). AID 624417; note: potency is the fitted concentration of half-maximal effect; % is set by controls: 0 for no effect and ±100 for the full control effect; nearly all actives have a fitted effect of over 55% in size
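HEK293 cells stably co-expressing a cAMP-responsive luciferase reporter and constitutively active GLP-1R were seeded, incubated 12 h, then exposed to compounds for 24 h at 37 C. Luminescence was read 12 min after detection reagent; inverse agonists lower signal.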
WRN inhibitor = blocks human WRN helicase; Q14191; WRN helicase unwinding, fluorescent forked duplex, kinetic; Potency, µM (series often up to 114 µM), inactives show top-dose activity change, negative = inhibition, hits mostly inhibitors; actives 0.46% (n = 360,000); AID 651768; note: potency is the fitted concentration of half-maximal effect; % is set by controls: 0 for no effect and ±100 for the full control effect; nearly all actives have a fitted effect of over 55% in size
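WRN at 20 nM final preincubated with compound 15 min at room temperature; reaction started with 100 nM fluorophore/quencher forked duplex oligonucleotide and 2 mM ATP final. Unwinding followed kinetically by red fluorescence (ex 525, em 598 nm).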
GLP1R cytotox = cytotoxicity in counter-screen for GLP-1R inverse agonists; HEK293 cAMP-luciferase reporter cells, luminescence, 24 h; Potency, µM (series often up to 38.3 µM), for the others: top-dose activity change, negative = inhibition, actives largely listed as inhibitors; actives 0.13% (n = 410,000); AID 624418;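 note: loss of luciferase light is scored as toxicity; potency is the fitted concentration of half-maximal effect; % is set by controls: 0 for no effect and ±100 for the full control effect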
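Seeding density was 200 cells/uL; after overnight-length (12 h) culture, 23 nL compounds went on for 24 h at 37 °C. Readout used a luciferase detection reagent, luminescence taken after 12 min at room temperature.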
DRD3 antagonist = D3 dopamine receptor (human) antagonism. P35462. D3R cells, DiscoveRx beta-arrestin luminescence, antagonist mode; hits give low values. max response, negative = inhibition, %. actives 2.5% (n = 360,000). AID 652054; in the data active = max response below about -50%; inconclusive = no clear call, values can overlap the other calls; note: % is set by controls: 0 for no effect and ±100 for the full control effect; mostly tested at two doses, the higher about 12 µM
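Cells plated overnight at 1500 cells/well, then exposed to library compounds with dopamine controls for 90 minutes at 37 degrees C. DiscoveRx reagent added for 30–60 minutes at room temperature; luminescence read, quantitative HTS format.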
The depositor's hits bear a star; ? = inconclusive; . = not tested or not shown; & = joins results of further samples; [ ] = remark or other dose. Unless noted, calls come from the whole dose curve; as a rule, active = well fitted curve in the direction sought with a large enough effect; inconclusive = small, poorly fitted or top-dose-only effect, or another doubt; inactive = no such curve, though single readings can be large; an effect the other way counts as inactive or inconclusive.

A first look:
Every second line gives: PI5P4K alpha inh	PLK1 PBD inh	IL2 activator	DRD3 agonist	GLP1R ag	GLP-1R inv ag	WRN inhibitor	GLP1R cytotox	DRD3 antagonist
1: CCCCn1c(SCC(=O)c2ccc3c(c2)OCCO3)nnc1-c1ccco1
    5	-13%	-2.2	0	16%	-18%	-6%	5%	-1
2: COc1ccc(-c2noc(C3CCCN(C(=O)c4ccc(C)cc4)C3)n2)cc1 (stereo not given)
    12	1%	-2.1	12	8%	25%	-4%	-3%	12

Main list, from the first entry:
Every second line gives: PI5P4K alpha inh	PLK1 PBD inh	IL2 activator	DRD3 agonist	GLP1R ag	GLP-1R inv ag	WRN inhibitor	GLP1R cytotox	DRD3 antagonist
1: CCCCn1c(SCC(=O)c2ccc3c(c2)OCCO3)nnc1-c1ccco1
    5	-13%	-2.2	0	16%	-18%	-6%	5%	-1
2: COc1ccc(-c2noc(C3CCCN(C(=O)c4ccc(C)cc4)C3)n2)cc1 (stereo not given)
    12	1%	-2.1	12	8%	25%	-4%	-3%	12
3: COc1ccc(OC)c(NC(=O)Cc2ccc(NC3=NC4CS(=O)(=O)CC4S3)cc2)c1 (stereo not given)
    -15	-16%	-4.7	-8	-2%	-3%	8%	2%	-29
4: CC(=O)c1c(C)oc2ccc(N(C(C)=O)S(=O)(=O)c3cccc4cccnc34)cc12
    4	0%	4.0	20	14%	?	-10%	-27%	65
5: O=C(CC(NS(=O)(=O)c1ccc(Cl)cc1)c1ccco1)N1CCc2ccccc21 (stereo not given)
    .	-1%	0.8	-3	4%	-17%	-17%	-2%	-69*
6: Cc1ccccc1-c1nnc(SCC(=O)NC2CCS(=O)(=O)C2)n1C (stereo not given)
    0	4%	0.1	0	-4%	11%	-3%	2%	3
7: Cn1c(/C=N/c2nc3ccccc3[nH]2)nc2ccccc21
    .	?	-1.2	5	5%	-1%	4%	-16%	8
8: CN(CC(=O)Nc1cccc(F)c1)C(=O)CN1C(=O)NC2(CCCCC2)C1=O
    3	0%	-4.2	-11	2%	-14%	0%	-1%	10
9: Cc1c(Cl)c([N+](=O)[O-])nn1CC(=O)NCc1ccc(Cl)cc1
    1	-3%	0.0	-9	0%	-4%	4%	3%	?
10: O=C(Nc1ccnn1C1CCN(Cc2ccc(CO)o2)CC1)c1ccc2c(c1)OCO2
    -6	2%	-1.2	-20	9%	8%	-33%	2%	?
11: Cc1c(O)ccc(C(=O)CN2CCN(Cc3ccccc3)CC2)c1O
    0	4%	-0.9	-14	-3%	-29%	1%	-29%	-19
12: CCOc1ccc2nc(SCC(=O)NNC(=O)c3ccco3)c(C)cc2c1
    -2	-9%	0.0	2	12%	0%	-1%	-13%	7
13: O=[N+]([O-])c1ccccc1S(=O)(=O)NCCC1=CCCCC1
    -5	-9%	0.0	-7	-1%	?	-7%	4%	?
14: Cc1cc(CC(=O)O)n(C)c1C(=O)c1ccc(Cl)cc1
    0	2%	-0.2	-18&8&-1	-2%&1%&6%	8%	-14%	5%	11
15: COc1ccc(-c2nnc(SCc3cccc(C)c3)n2N)cc1
    -1	-10%	-0.4	4	-10%	1%	8%	1%	25
16: Cc1ccc(C(C)C)c(O)c1C(=O)O
    -1	-24%	0.5	6	-1%	11%	3%	5%	-24
17: O=c1c2c(n3nnnc3n1Cc1ccccc1)-c1ccccc1CC21CCCC1
    2	-12%	-2.2	-3	-9%	-6%	1%	-1%	1
18: CC1=C(C(=O)N2CCOCC2)CC(CC(=O)NC2CCCCC2)C(=O)N1CCCN1CCCC1=O (stereo not given)
    2	-6%	0.9	5	9%	12%	-2%	3%	9
19: COc1ccc2c(c1)c(CC(=O)OC(C)C(=O)N(C)C)c(C)n2C(=O)c1ccc(Cl)cc1 (stereo not given)
    -3	-5%	-0.1	-1	14%	?	3%	-13%	16
20: COc1ccc(NC(=O)CSc2nc(O)cc(=O)[nH]2)c(OC)c1
    -7	24µM*	-4.1	2	-3%	4%	-2%	-3%	-5
21: O=C1OC(c2ccccc2)=N/C1=C\C=C\c1ccco1
    12	-15%	2.2	2	3%	2%	-9%	-7%	14
22: Clc1ccc(CSc2ncn[nH]2)cc1
    -8	4%	0.1	-1	-1%	5%	-3%	-2%	17
23: Cc1cc2oc(=O)c3c(c2cc1OC(=O)c1ccco1)CCCC3
    7	-3%	0.0	-6	4%	10%	1%	12%	0
24: Cc1ccc2nsnc2c1NC(=O)c1ccc([N+](=O)[O-])cc1
    -6	-9%	-0.5	1	1%	13%	-31%[57.1 µM]	-4%	-2
25: COc1ccc(S(=O)(=O)N(C)C[C@H]2OCc3cnnn3CCCC(=O)N([C@@H](C)CO)C[C@H]2C)cc1
    -3	9%	-3.5	8	-2%	11%	0%	2%	19
26: COc1cc(OC)nc(NC(=O)NS(=O)(=O)c2ccc(OC(F)(F)F)cc2)n1
    -3	-12%	-0.5	-4	-6%	18%	8%[57.1 µM]	3%	-8
27: O=C(c1ccco1)N1CCN(c2c(-c3ccccc3)c3cc(Cl)ccc3[nH]c2=O)CC1
    .	-15%	1.8	4	6%	?	-18%	?	8
28: C[C@H](NS(=O)(=O)c1ccc(Cl)cc1)C(=O)OCC(=O)NCCc1ccc(S(N)(=O)=O)cc1
    0	-7%	-0.4	7	5%	5%	-3%	3%	1
29: COc1cc(/C=C/C(=O)N[C@@H](Cc2c[nH]c3ccccc23)C(=O)O)ccc1O
    -2	-6%	-0.3	4	0%	15%	-7%[57.1 µM]	-5%	-3
30: COc1ccc(C)cc1-n1nnnc1SCC(=O)c1cc(C)n(Cc2ccco2)c1C
    -4	-12%	0.0	7	1%	?	-16%	-6%	18
31: Cc1cccc(C(C(=O)NC2CCCC2)N(C(=O)c2csnn2)C2CC2)c1 (stereo not given)
    -3	0%	0.4	0	12%	-29%	1%	2%	0
32: O=C(NC1=NCCS1)c1cccc(S(=O)(=O)N2CCOCC2)c1
    5	-7%	0.9	4	-2%	-10%	3%	1%	16
33: CC(C)Cn1c(N)c(C(=O)COC(=O)c2cc(F)cc(F)c2)c(=O)n(C)c1=O
    0	6%	2.9	1	-5%	?	5%	15%	5
34: CC(Sc1ccc(S(=O)(=O)N2CCOCC2)cn1)C(=O)Nc1ccc(Cl)cc1Cl (stereo not given)
    4	-9%	-0.8	-1	17%	7%	8%	-1%	-7
35: Cc1ccc(C2=NN(C(=O)CCl)C(c3cccs3)C2)o1 (stereo not given)
    2	-11%	-3.5	8	10%	3.2µM*	-8%	?	-18
36: Nc1ccc(-c2nc3ccccc3s2)cn1
    -10	-6%	-0.2	3	9%	21%	-7%	5%	-5
37: Cc1ccc(S(=O)(=O)N2CCN(C(=O)Cn3cnc4c3c(=O)n(C)c(=O)n4C)CC2)cc1C
    7	4%	0.6	-5	-1%	-7%	-2%	4%	0
38: Cc1nnsc1C(=O)NNc1c(Cl)cccc1Cl
    -5	-7%	-1.8	19	6%	?	3%	-27%	8
39: Cn1nc(-c2ccc(OCC(=O)Nc3cccc(C(F)(F)F)c3)cc2)c2ccccc2c1=O
    .	.	.	2	0%	14%	.	3%	.
40: COC(=O)CSC1=C(C#N)C(c2cccc(F)c2)CC(=O)N1 (stereo not given)
    2	-13%	-0.6	-5	14%	?	-23%	?	1
41: COc1ccc(-c2c(C(C)=O)c(C)nc3sc4c(=O)n(-c5ccc(C)cc5)nnc4c23)cc1
    5	-9%	-1.6	24	1%	-23%	0%	14%	52
42: Cc1[nH]n(-c2ccccc2)c(=O)c1C=Nc1ccc(S(=O)(=O)NC(N)=O)cc1
    5	2%	-0.1	-15	-3%	20%	-8%	7%	5
43: CCN1CCCC1CNC(=O)C(=O)Nc1ccccc1 (stereo not given)
    0	5%	-1.4	-5	-1%	4%	-3%[57.1 µM]	-7%	3
44: Cc1ccc(S(=O)(=O)N2CCN(C(=O)COC(=O)c3ccc(C(C)(C)C)cc3)CC2)c(C)c1
    1	8%	1.2	4	-1%	11%	0%	13%	1
45: O=C(NCCN1CCOCC1)c1csc2c1CCCCC2
    .	-1%	-0.5	16	-5%	6%	-3%	-18%	-52*
46: CSc1cccc(NS(=O)(=O)c2cn(C)c(C)n2)c1
    .	.	.	-4	-5%	13%	.	0%	.
47: CCCNC(=O)Cn1cc(S(=O)(=O)N2CCCC2)c(S(=O)(=O)N2CCCC2)c1
    1	-12%	0.3	4	2%	10%	0%	-1%	-7
48: CCOC(=O)C(C(=O)OCC)C(=O)c1cc(OC)c(OC)c(OC)c1
    3	-9%	-1.3	0	3%	9%	-13%	-7%	19
49: CCC(CC)C(=O)N(C)c1c(C)nc2c(OCC3CCCCC3)cccn12
    3	-9%	-0.5	-11	1%	?	-8%	1%	-24
50: CC(CC(=O)N(C)c1c(N)n(Cc2ccccc2)c(=O)[nH]c1=O)c1ccccc1 (stereo not given)
    4	-7%	0.9	3	-1%	8%	-7%	7%	5
51: OCc1ccccc1-c1nc(NCc2ccccc2)nc2ccsc12
    ?	?	0.3	-2	6%	16%	-12%	6%	-3
52: CCNC(=O)C1(C)CCN(C(=O)c2ccc3ccccc3c2)C1 (stereo not given)
    1	-7%	-0.2	1	-7%	23%	2%	5%	9
53: CCOC(=O)Cc1csc(NC(=O)c2cccc(OC)c2)n1
    -4	-8%	0.9	1	0%	-18%	1%	-10%	12
54: O=C(N/N=C\c1cc(Br)cs1)C1COc2ccccc2O1 (stereo not given)
    0	-10%	-1.7	-1	-3%	?	-9%	-31%	18

Screening data (PubChem)
